Compound activity from PubChem BioAssay.
ALDH1A1 inh: qHTS Assay for Inhibitors of Aldehyde Dehydrogenase 1 (ALDH1A1); Aldehyde dehydrogenase 1A1 (Homo sapiens), P00352; Purified ALDH1A1, NADH fluorescence, propionaldehyde substrate; Potency, µM (doses to about 75.3 µM), for inactives: top-dose activity, negative = inhibition, most hits filed as inhibitors; hit rate 7.3% among 220,000; active means well fitted inhibition curve with a large enough effect, not every such curve was filed as active; inconclusive means small, poorly fitted or top-dose-only effect, or another doubt; inactive means no such curve, though single readings can be large or run the other way;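 further: plate controls were no enzyme wells and a reference inhibitor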
Target sequence (P00352 whole entry, looked up): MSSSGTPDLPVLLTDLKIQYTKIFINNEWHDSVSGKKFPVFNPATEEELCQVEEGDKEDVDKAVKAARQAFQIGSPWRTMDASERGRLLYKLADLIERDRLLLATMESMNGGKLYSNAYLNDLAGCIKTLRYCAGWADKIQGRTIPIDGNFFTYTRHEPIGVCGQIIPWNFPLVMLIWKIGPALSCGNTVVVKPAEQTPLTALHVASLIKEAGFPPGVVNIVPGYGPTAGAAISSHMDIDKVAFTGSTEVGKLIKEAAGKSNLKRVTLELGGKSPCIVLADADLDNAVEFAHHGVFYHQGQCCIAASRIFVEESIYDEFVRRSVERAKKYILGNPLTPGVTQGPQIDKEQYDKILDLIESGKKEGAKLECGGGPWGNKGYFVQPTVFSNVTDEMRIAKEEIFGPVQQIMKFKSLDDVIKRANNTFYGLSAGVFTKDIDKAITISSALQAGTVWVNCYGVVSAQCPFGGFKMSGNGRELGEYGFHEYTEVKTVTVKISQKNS
GAA spleen mod: qHTS Assay for Inhibitors and Activators of Human alpha-Glucosidase From Spleen Homogenate; Lysosomal alpha-glucosidase (Homo sapiens), P10253; Potency, µM (highest dose often 79.9 µM), for the others: top-dose activity change, negative = inhibition, actives largely listed as inhibitors; human spleen homogenate, 4-MU-alpha-glucoside fluorescence; hit rate 0.006% among 240,000;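 further: 0% = enzyme with vehicle and -100% = no enzyme basal signal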
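AC50 values come from Hill-equation fits of concentration-response data, normalized to no-enzyme and full-activity controls. Enzyme source: 1 ug human spleen homogenate; 1 mM fluorogenic 4-MU glucoside, pH 5.0 citrate buffer, 37 C, 40 min.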
JMJD2E inh: qHTS Assay for Inhibitors of Human Jumonji Domain Containing 2E (JMJD2E); JMJD2E catalytic domain, FDH-coupled NADH fluorescence (FDH is formaldehyde dehydrogenase); Potency, µM (titrated, usually from 57.1 µM), inactives show at the top dose activity change, negative = inhibition, most hits filed as inhibitors; hit rate 1.6% among 230,000; AID 2147, 2009; active means well fitted inhibition curve with a large enough effect, not every such curve was filed as active; inconclusive means small, poorly fitted or top-dose-only effect, or another doubt; inactive means no such curve, though single readings can be large or run the other way;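 further: 0% = wells with enzyme and -100% = buffer wells without enzyme; nearly all actives have a fitted effect of over 50% in size; many of its hits are not listed in these tables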
Target sequence (B2RXH2 1-337 limits assumed): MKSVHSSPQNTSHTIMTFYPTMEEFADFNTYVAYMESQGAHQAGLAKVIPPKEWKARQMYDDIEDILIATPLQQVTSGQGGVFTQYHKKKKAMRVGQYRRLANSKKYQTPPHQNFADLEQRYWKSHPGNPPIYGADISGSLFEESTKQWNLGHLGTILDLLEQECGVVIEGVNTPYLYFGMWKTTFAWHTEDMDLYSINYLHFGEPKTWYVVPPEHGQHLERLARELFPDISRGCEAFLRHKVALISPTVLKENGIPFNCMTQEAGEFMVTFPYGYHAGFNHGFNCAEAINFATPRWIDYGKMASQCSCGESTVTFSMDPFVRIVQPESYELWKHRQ
GAA inhib: qHTS Assay for Inhibitors of Human alpha-Glucosidase as a Potential Chaperone Treatment of Pompe Disease. purified human GAA, 4-MU-alpha-glucoside fluorescence. AID 1466, 2008. hit rate 0.005% among 200,000. Potency, µM (series often up to 76.9 µM), for the others: top-dose activity change, negative = inhibition, actives largely listed as inhibitors. Lysosomal alpha-glucosidase (Homo sapiens), P10253;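 further: plate controls were uninhibited enzyme wells for no effect and no-enzyme background for full effect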
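Read-out is 4-methylumbelliferone fluorescence (Ex 365/Em 440 nm) after NaOH/glycine stop at pH 10. Enzyme 4 nM, substrate 400 uM, pH 5.0 citrate buffer, 20 min room temperature; AC50 from Hill-equation concentration-response.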
GAA glycogen mod: qHTS Assay for Inhibitors and Activators of Human alpha-Glucosidase Cleavage of Glycogen | Lysosomal alpha-glucosidase (Homo sapiens), P10253 | recombinant GAA, glycogen substrate, Amplex Red glucose oxidase fluorescence | Potency, µM (titrated, usually from 76.4 µM), without a hit: at the highest dose activity change, negative = inhibition, most hits filed as inhibitors | hit rate 0.38% among 300,000;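 further: 0% = full enzyme reaction and -100% = no-enzyme basal signal; the screen sought inhibitors and activators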
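Natural-substrate format: glycogen cleavage by 4 nM human enzyme, glucose read by Amplex Red coupling (Ex 573, Em 610 nm). Normalized to enzyme and no-enzyme controls.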
SMN2 splice up: qHTS Assay for Enhancers of SMN2 Splice Variant Expression. HEK293 SMN2-luciferase splicing reporter, luminescence, 30-36 h. Potency, µM (doses to about 46.1 µM), inactives show top-dose activity change, positive = activation, usual class: activators. hit rate 2.8% among 210,000. AID 1458, 2008; further: % of control where 0% means no effect; nearly all actives have a fitted effect of over 55% in size
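qHTS luciferase splicing reporter: luminescence rises when SMN2 exon 7 is included in transfected HEK293 cells. Compound exposure lasted 30-36 h at 37C, with 4.5 mM final sodium butyrate as control, followed by a ONE-Glo read.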
GLA spleen mod: qHTS Assay for Inhibitors and Activators of Human alpha-Galactosidase From Spleen Homogenate; human spleen homogenate, 4MU-alpha-Gal fluorescence, 40 min; Potency, µM (series often up to 80 µM), inactives show top-dose activity change, negative = inhibition, usual class: inhibitors; hit rate 0.008% among 240,000;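 further: 0% = enzyme with vehicle and -100% = no enzyme basal signal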
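Inhibition or activation of alpha-galactosidase in human spleen homogenate is scored by 4-MU fluorescence after 40 min at 37C, pH 5.0, with 1 mM substrate. AC50s come from concentration-response fitted to the Hill equation.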
RGS12 GoLoco inh: qHTS Assay for Inhibitors of RGS12 GoLoco Motif Activity (Red Fluorophore); Gai1:RGS12 GoLoco peptide FP, rhodamine, 10 min; Potency, µM (highest dose often 61.6 µM), for inactives: at the top dose activity, negative = inhibition, actives largely listed as inhibitors; hit rate 0.44% among 230,000; AID 880, 2007; active means well fitted inhibition curve with a large enough effect, not every such curve was filed as active; inactive means no such curve, though single readings can be large or run the other way; further: on the % scale 0 is the no-effect control and ±100 the full control effect; nearly all actives have a fitted effect of over 30% in size; many of its hits are not listed in these tables
Active calls of the source: *; ? = inconclusive; . = not tested or not shown; & = joins results of further samples; [ ] = dose if it differs, or a comment. Unless noted, the call rests on the fitted dose curve; in most records, active means well fitted curve in the direction sought with a large enough effect; inconclusive means small, poorly fitted or top-dose-only effect, or another doubt; inactive means no such curve, though single readings can be large; an effect the other way counts as inactive or inconclusive. Potency means the concentration at half of the fitted maximal effect. A portion of the library; count on the stated rates, not on these rows.

SMILES	ALDH1A1 inh	GAA spleen mod	JMJD2E inh	GAA inhib	GAA glycogen mod	SMN2 splice up	GLA spleen mod	RGS12 GoLoco inh
CC1CCN(CCCNC(=O)c2cc3c(=O)n(C)c4ccccc4c3n2C)CC1	?	-3%	?	-1%	1%	22%	-13%	6%
CC(C)(C)NCC(O)c1cc(O)cc(O)c1 (configuration not stated)	-1%&4%&1%	-14%&7%&0%	2%&-3%	-6%[15.4 µM]	2%	-38%&11%&10%[inhibitor]	7%&6%&5%	11%&8%&5%
C[C@]12CC[C@@H]3c4ccc(O)cc4CC[C@H]3[C@@H]1CC[C@H]2O	-2%	4%	.	.	.	.	-1%	2%
Cc1cc(C)cc(NC(=O)CN(c2ccc(F)cc2)S(C)(=O)=O)c1	-1%	-2%	-6%	3%	-16%	-11%	-22%	19%
Cc1c(NC(=O)Cn2cc([N+](=O)[O-])cn2)c(=O)n(-c2ccccc2)n1C	?	.	2%	3%	5%	9%	-3%	-5%
O=C(COC(=O)CCc1ccc(S(=O)(=O)N2CCOCC2)cc1)NC1CCCC1	-8%	-3%	-2%	0%	3%	8%	8%	-4%
CCN(CC)S(=O)(=O)c1ccc(OC(C)C)c(N)c1	-4%	-1%	-3%	3%	-2%	-6%	-4%	-2%
Cc1n[nH]c(C)c1S(=O)(=O)N1CCCC(C(=O)NCc2cccs2)C1 (configuration not stated)	-7%	2%	1%	-9%	-12%	-4%	8%	6%
COc1cccc(C(=O)Nc2ccc(NC(=O)c3ccco3)nc2)c1	?	0%	5%	1%	-2%	?	-22%	-6%
Cc1nn(Cc2ccc(Cl)cc2Cl)c(Cl)c1/C=C/C(=O)OCC(=O)NCC(F)(F)F	5%	0%	-1%	9%	-6%	-7%	4%	-7%
Cc1noc(C)c1CSCC(=O)Nc1nc2ccc(Oc3ccccc3)cc2s1	?	-7%	2%	-3%	-7%	-16%	-6%	13%
CN(Cc1nc(Cc2ccccc2F)no1)CC1(N2CCOCC2)CCCCC1	1%	-5%	3%	.	4%	.	-1%	6%
O=C(CSc1nccc(=O)[nH]1)c1cc2ccccc2o1	.	-5%	-17%	.	-21%	.	0%	57%[activator]
CCc1c(C)nc2ncnn2c1N1CCCC(C(=O)NCCc2ccc(OC)cc2)C1 (configuration not stated)	?	0%	-9%	7%	3%	-45%[inhibitor]	-6%	-5%
C/C(=N/NC(=O)CNC(=O)C1COc2ccccc2O1)c1ccc2c(c1)OCCO2 (configuration not stated)	-15%	-1%	19%	-5%	-7%	-3%	0%	-4%
Cn1c(=O)c(C(=O)COC(=O)c2cc(C3CC3)nc3ccccc23)c(N)n(Cc2ccccc2)c1=O	-11%&-4%	-8%&4%	?	-5%	-2%	-36%&-31%[inhibitor]	-2%&-4%	35%&42%[activator]
CCOC(=O)c1[nH]c2c(c1C)C(=O)CC(c1ccc(N(C)C)cc1)C2 (configuration not stated)	?	-4%	-14%	-2%	-6%	12%	-10%	-2%
COc1ccc(CC2(C)OC(c3ccc(C)cc3)=NN2C(C)=O)cc1 (configuration not stated)	?	3%	?	-8%	-16%	-19%	6%	-4%
CCOc1ccc(Nc2nc3cc(S(=O)(=O)N(CC)CC)ccc3o2)cc1	3.2µM*	-9%	-13%	?	-9%	.	1%	-13%
Cc1nonc1C(=O)N/N=C/c1ccccc1	11%	4%	-10%	-7%	-15%	.	6%	11%
CC1CCCCN1C(=O)Cn1cc(/C=C2/C(=O)Nc3ccccc32)c2ccccc21 (configuration not stated)	-5%	-14%	1%	-12%	-13%	-30%[inhibitor]	-1%	6%
C/C=C\C=C\C(=O)N1CC2(CC(c3cccc(NC(=O)/C(C)=C\C)c3)=NO2)C[C@H]1C(N)=O (some centres not stated)	.	-4%	-16%	.	-1%	.	-11%	-14%
CSc1nc(-c2ccccc2)nn1C(=O)c1ccccc1	6%	-10%	5%	3%	14%	6%	-12%	-3%
O=C(CC1Oc2ccccc2NC1=O)NC1CCCC1 (configuration not stated)	1%	8%	2%	-7%	?	10%	-1%	8%
O=C(CSc1ccccn1)N1CCN(c2ccc(Cl)cc2)CC1	?	5%	0%	-2%	-6%	-39%[inhibitor]	8%	9%

Some entries already given, showing only GAA inhib, SMN2 splice up and JMJD2E inh.
molecule | GAA inhib | SMN2 splice up | JMJD2E inh
Cn1c(=O)c(C(=O)COC(=O)c2cc(C3CC3)nc3ccccc23)c(N)n(Cc2ccccc2)c1=O | -5% | -36%&-31%[inhibitor] | ?
CC1CCCCN1C(=O)Cn1cc(/C=C2/C(=O)Nc3ccccc32)c2ccccc21 (configuration not stated) | -12% | -30%[inhibitor] | 1%
Cc1n[nH]c(C)c1S(=O)(=O)N1CCCC(C(=O)NCc2cccs2)C1 (configuration not stated) | -9% | -4% | 1%
CN(Cc1nc(Cc2ccccc2F)no1)CC1(N2CCOCC2)CCCCC1 | . | . | 3%

Further entries follow.
SMILES	ALDH1A1 inh	GAA spleen mod	JMJD2E inh	GAA inhib	GAA glycogen mod	SMN2 splice up	GLA spleen mod	RGS12 GoLoco inh
C=CCNC(=S)N/N=C/c1ccc(OCc2ccccc2)cc1	-2%	-8%	-1%	-1%	3%	-16%	2%	-8%
Cc1cc(C)c(S(=O)(=O)c2ccccc2C)c(OCC(C)(C)C)n1	13µM*	-9%	2%	5%	-21%	-44%[inhibitor]	1%	0%
CN(C)c1ccc(-c2nc3n(n2)C(c2cccnc2)C2=C(CC(C)(C)CC2=O)N3)cc1 (configuration not stated)	?	-1%	-1%	-4%	4%	-1%	-9%	-11%
Cc1c(C)c2c(C)[nH]nc2oc1=O	-13%	?	?	-9%	4%	0%	2%	6%
O=C(NC(=O)N1CCN(c2ccccc2)CC1)c1ccc(Cl)cc1	7%	-18%	0%	-10%	3%	13µM*	-7%	8%
O=C(O/N=C(\c1ccccc1)c1ccncc1)c1ccccc1Cl	?	3%	-5%	-7%	-5%	3%	-14%	3%
Cc1cccc(-c2nc3ccccc3c(=O)n2NC(=O)c2ccc([N+](=O)[O-])c(C)c2)c1	0%	-2%	2%	-3%	20%	-5%	-3%	-12%
COC(=O)c1c(NC(=O)CC2NCCNC2=O)sc2c1CCCC2 (configuration not stated)	?	-5%	-18%	-8%	-10%	13%	0%	12%
Cc1ccc(S(=O)(=O)NCC(=O)OCC(=O)Nc2cccc(S(=O)(=O)NC3=NCCCCC3)c2)cc1	-15%	-7%	-2%	3%	-9%	-13%	3%	-3%
Cc1onc(-c2c(F)cccc2Cl)c1C(=O)OCC(=O)NCc1ccco1	?	-17%	1%	12%	-3%	1%	5%	3%
Cc1ccc(S(=O)(=O)N(C)c2c(C)ccc(S(=O)(=O)N3CCN(C)CC3)c2C)cc1	11%	-4%	2%	?	11%	-21%	-1%	1%
O=C(/C=C/c1ccccc1)Nc1cccnc1Oc1ccccc1F	.	-1%	-14%	.	-4%	.	-5%	5%
COc1ccc(-c2[nH]c(-c3ccc(SC)cc3)nc2SCC(=O)Nc2nccs2)cc1	?	-1%	?	1%	9%	-1%	-5%	-5%
Nc1nnc(SCC(=O)c2ccco2)s1	2%	-6%	5%	3%	-5%	-5%	-6%	11%
CCc1noc(C)c1C(=O)Nc1ncc(C)s1	?	-4%	20%	-14%	0%	?	5%	0%
COc1ccc(CNC(=O)CCc2c(C)nc3ncnn3c2C)cc1	7%	-3%	5%	?	?	-5%	-3%	-9%
CN1CCN(C(=O)c2cnn(-c3ccccc3)c2NC(=O)c2ccccc2F)CC1	?	0%	-11%	-5%	-10%	-13%	9%	-6%
O=[N+]([O-])c1ccc(S(=O)(=O)CC(CN2CCOCC2)N2CCOCC2)cc1 (configuration not stated)	?	5%	-12%	0%	7%	-92%[inhibitor]	2%	-21%
C/C(=C/C(=O)Nc1cccc(F)c1)N1CCCC1	-6%	-11%	-11%	-7%	0%	3%	-2%	8%
COc1ccccc1N1CCN(S(=O)(=O)c2cnc[nH]2)CC1	9%	-1%	6%	4%[15.4 µM]	10%	-10%	-22%	4%
O=C(CSc1nnc(CNC(=O)c2ccco2)o1)c1ccc(Cl)cc1	4%	-13%	6%	-1%	-5%	6%	-15%	5%
Cn1c(SCC(=O)Nc2ccccc2)nc2c([nH]c3ccccc32)c1=O	3%	7%	22%	1%	20%	7%	1%	7%
Cc1ccc(C(=O)OCC(=O)Nc2cccc(S(=O)(=O)NC3=NCCCCC3)c2)c(C)c1	-1%	-1%	-3%	?	-11%	-56%[inhibitor]	1%	0%
O=C(CN1C(=O)c2ccccc2C1=O)Nc1sc2c(c1C(=O)NCc1ccco1)CCCC2	?	3%	-13%	-1%	4%	0%	-4%	21%
Cc1cccc(C)c1NC(=S)NNc1ncc(C(F)(F)F)cc1Cl	?	-3%	2%	-5%	?	?	-1%	7%

Quoted from the listing:
In RGS12 GoLoco inh, C=CCNC(=S)N/N=C/c1ccc(OCc2ccccc2)cc1 reads -8%
In GAA inhib, Cc1n[nH]c(C)c1S(=O)(=O)N1CCCC(C(=O)NCc2cccs2)C1 (configuration not stated) reads -9%

The list goes on.
SMILES	ALDH1A1 inh	GAA spleen mod	JMJD2E inh	GAA inhib	GAA glycogen mod	SMN2 splice up	GLA spleen mod	RGS12 GoLoco inh
Cc1cc(C)c(S(=O)(=O)N2CCCCCC2)cc1Br	-1%	-4%	3%	-8%	-11%	.	5%	5%
CCCc1cc(=O)[nH]c(/N=C(\N)Nc2ccccc2)n1	10%	-5%	-5%	0%	4%	17%	-12%	1%
CN1CCC(OC(c2ccccc2)c2ccccc2)CC1	-2%	-12%	-12%	-2%[15.4 µM]	5%	-7%	4%	4%
CNC(=O)c1cc2c(s1)-c1ccccc1CC2	?	-14%	?	?	-8%	7.9µM*	1%	19%
Cc1noc(C)c1S(=O)(=O)N1CCN(c2ccccc2)CC1	10%	3%	11%	-9%	10%	-3%	5%	-24%
CCOC(=O)c1[nH]c2ccc(OCC)cc2c1NC(=O)CN1CCN(c2ccccn2)CC1	?	2%	?	5%	-3%	-2%	22%	7%
Cc1cccc(C)c1Nc1c(-c2ccccc2O)nc2ncccn12	.	2%	-4%	.	?	6%	12%	0%
